Screening results from PubChem BioAssay.
LmPK inh = qHTS Assay for Inhibitors of Leishmania Mexicana Pyruvate Kinase (LmPK) | actives 0.37% (n = 290,000) | purified LmPK, Kinase-Glo ATP luminescence, 1 h | Potency, µM (top dose mostly 57.5 µM), without a hit: top-dose activity change, negative = inhibition, most hits filed as inhibitors | Q27686; note: potency is the fitted concentration of half-maximal effect
Target sequence (Q27686 whole entry, looked up): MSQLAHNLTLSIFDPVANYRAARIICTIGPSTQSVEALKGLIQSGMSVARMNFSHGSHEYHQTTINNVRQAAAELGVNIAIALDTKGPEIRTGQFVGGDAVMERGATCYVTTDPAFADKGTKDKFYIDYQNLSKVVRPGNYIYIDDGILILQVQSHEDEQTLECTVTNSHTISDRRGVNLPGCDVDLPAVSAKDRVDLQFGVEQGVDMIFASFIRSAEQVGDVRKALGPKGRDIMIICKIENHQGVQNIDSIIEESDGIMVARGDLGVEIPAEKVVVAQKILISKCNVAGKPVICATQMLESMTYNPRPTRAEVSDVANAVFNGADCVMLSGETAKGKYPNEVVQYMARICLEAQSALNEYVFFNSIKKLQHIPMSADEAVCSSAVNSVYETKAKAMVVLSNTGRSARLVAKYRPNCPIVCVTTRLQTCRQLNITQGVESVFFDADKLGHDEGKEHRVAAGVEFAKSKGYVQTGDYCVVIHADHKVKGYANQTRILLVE
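Purified LmPK (0.1 nM) with 0.5 mM PEP and 0.1 mM ADP in imidazole buffer pH 7.2 with MgCl2/KCl, 1 h at room temperature. ATP formed was read by luciferase luminescence and normalized to no-enzyme and uninhibited controls.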
TbPYK inhibitor = qHTS of Trypanosoma Brucei Inhibitors; pyruvate kinase (Trypanosoma brucei), Q57TT1; TbPYK enzyme, Kinase-Glo Plus ATP luminescence, 45 min; Potency, µM (doses to about 76.8 µM), without a hit: at the highest dose activity, negative = inhibition, most hits filed as inhibitors; actives 0.12% (n = 410,000); AID 624173, 2012; note: potency is the fitted concentration of half-maximal effect; nearly all actives have a fitted effect of over 50% in size
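Glycolytic pyruvate kinase of T. brucei was incubated with substrate, test compound and 130 uM ADP for 45 minutes at room temperature. Luminescent Kinase-Glo Plus signal was measured after 10 minutes.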
HCV inh = qHTS Assay for Inhibitors of Hepatitis C Virus (HCV); actives 3.4% (n = 340,000); AID 651820, 2012; Potency, µM (doses to about 41.8 µM), inactives show at the highest dose activity change, negative = inhibition, hits mostly inhibitors; Huh7.5.1 HCVcc-Cre infection, luciferase reporter, 44 h; note: potency is the fitted concentration of half-maximal effect
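Compounds are dispensed onto cells plated 4 h earlier at 1,000 per well, with HCVcc-Cre virus (about 0.5 moi) added next. Following 44 h of culture, luminescent signal is measured for 15 sec after 15 min with substrate at room temperature.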
AmpC inh no detg = qHTS Inhibitors of AmpC Beta-Lactamase (assay without detergent). AID 485341, 2010. P00811. actives 0.52% (n = 330,000). AmpC nitrocefin hydrolysis, absorbance 480 nm, 0.0001% Triton. Potency, µM (highest dose often 57.1 µM), for inactives: at the highest dose activity change, negative = inhibition, actives largely listed as inhibitors;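 note: potency is the fitted concentration of half-maximal effect; plate controls were no compound for no effect and no enzyme for full effect; nearly all actives have a fitted effect of over 20% in size; some results filed as inactive show a strong effect at the top dose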
Target sequence (P00811 whole entry, looked up): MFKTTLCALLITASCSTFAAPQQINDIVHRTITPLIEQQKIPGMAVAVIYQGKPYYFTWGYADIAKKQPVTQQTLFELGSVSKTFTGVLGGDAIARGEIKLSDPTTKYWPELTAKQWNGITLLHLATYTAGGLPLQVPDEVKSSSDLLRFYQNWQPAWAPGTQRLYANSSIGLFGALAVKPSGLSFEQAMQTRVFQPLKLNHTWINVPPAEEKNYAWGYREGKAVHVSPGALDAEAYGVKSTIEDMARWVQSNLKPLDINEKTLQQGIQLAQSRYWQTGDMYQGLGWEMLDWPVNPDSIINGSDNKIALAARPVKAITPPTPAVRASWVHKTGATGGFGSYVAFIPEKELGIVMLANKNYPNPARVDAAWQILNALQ
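AmpC (5.3 nM in the dispensed reagent) in 20 mM phosphate pH 7.0 with 0.01% (detergent screen) or 0.0001% Triton X-100 was preincubated with compounds for 15 min at room temperature. Nitrocefin was then added from an 800 uM solution, and hydrolysis was followed at 480 nm.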
AMA1-RON2 inh = qHTS for Inhibitors of AMA1-RON; Towards Development of Antimalarial Drug Lead: Primary Screen | AlphaScreen AMA1-biotinylated RON2 peptide binding | actives 0.2% (n = 360,000) | AID 720542, 2013 | Potency, µM (series often up to 58.2 µM), for the others: at the highest dose activity change, negative = inhibition, hits mostly inhibitors;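 note: potency is the fitted concentration of half-maximal effect; 0% = vehicle wells and -100% = peptide control; nearly all actives have a fitted effect of over 45% in size; some results filed as inactive show a strong effect at the top dose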
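AMA1 (3D7) with his tag at 25 nM final met compounds first, then biotinylated RON2 peptide at 25 nM; detection used donor plus acceptor beads, 10 µg/mL apiece, read by AlphaScreen after 30 min at room temperature.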
AmpC inh detg = qHTS Inhibitors of AmpC Beta-Lactamase (assay with detergent). P00811. AmpC hydrolysis of nitrocefin, absorbance 480 nm, 0.01% Triton. Potency, µM (titrated, usually from 114 µM), without a hit: at the top dose activity change, negative = inhibition, actives largely listed as inhibitors. actives 0.041% (n = 370,000);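 note: potency is the fitted concentration of half-maximal effect; 0% = no-compound wells and -100% = no-enzyme wells; nearly all actives have a fitted effect of over 25% in size; some results filed as inactive show a strong effect at the top dose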
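20 mM phosphate pH 7.0 + 0.01% (detergent screen) or 0.0001% Triton X-100; 5.3 nM AmpC reagent; cpd preinc 15 min RT; nitrocefin (800 uM stock) to start; A480 q20 s × 4 min; Activity was normalised to no-enzyme and no-compound control wells.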
HCMV antiviral = qHTS Assay for inhibitors of the human cytomegalovirus (HCMV); HFF cells, HCMV-luciferase reporter, 72 h; hits give low values; activity change, negative = inhibition, % at 57.5 µM; actives 4.5% (n = 410,000); AID 1259415, 2018; in the data active = activity change below about -60%; inconclusive = no clear call, values can overlap the other calls; inactive = above about -39%
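Luciferase read-out from HCMV-luciferase-infected HFFs (MOI 1 PFU/cell) 72 h post infection at 37C; compounds added after 16 h cell attachment; activity normalized between buffer-only basal and Salinomycin (10uM) inhibitor controls.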
* marks the source's active call; other numbers are inactive results; ? = inconclusive; . = not tested or not shown; [ ] = another dose, or the depositor's remark. Unless noted, calls come from the whole dose curve; as a rule, active = well fitted curve in the direction sought with a large enough effect; inconclusive = small, poorly fitted or top-dose-only effect, or another doubt; inactive = no such curve, though single readings can be large; an effect the other way counts as inactive or inconclusive. Unless noted, % is set by controls: 0 for no effect and ±100 for the full control effect.

SMILES	LmPK inh	TbPYK inhibitor	HCV inh	AmpC inh no detg	AMA1-RON2 inh	AmpC inh detg	HCMV antiviral
CCOC(=O)C(Cc1c[nH]c2ccccc12)NC(=O)COc1ccc(Cl)c(C)c1 (stereo not drawn)	.	0%	.	.	.	-4%	44
COC(=O)C1=C(c2cccc(OC)c2OC)C[C@@H]2CC[C@H]1N2C	.	1%	3%	-18%	-4%	2%	-4
CCN(CC)S(=O)(=O)c1cccc(C(=O)Nc2nc3cc4c(cc3s2)OCCO4)c1	14%	-1%	2.2µM*	-3%	30%[activator]	-10%	-98*
CC(C)C[C@H]1COCCS(=O)(=O)N1Cc1cccc(C(F)(F)F)c1	.	-3%	9%	.	0%	.	-7
O=c1c2cc(NC(=S)NCCCN3CCC(Cc4ccccc4)CC3)ccc2nc2n1CCCCC2	4%	4%	?	97%[activator]	-6%	-3%	-96*
COc1ccccc1NC(=O)Nc1nnc([C@@H]2C[C@H](O)[C@@H](CO)O2)s1	.	1%	.	.	-1%	.	-1
COc1ccc2c(c1)CCC1C2=NN(/C(C)=C/C(C)=O)C1c1cccc(F)c1 (stereo not drawn)	-1%	-10%	11µM*	-1%	21%	3%	12
Cc1cc(C)c(S(=O)(=O)N(C)CC(=O)NCCN2CCOCC2)c(C)c1	1%	-3%	12%	1%	-5%	-3%	-21
C[C@H](CO)N1C[C@H](C)[C@@H](CN(C)Cc2ccncc2)Oc2ccc(NC(=O)CCCCCC(=O)Nc3ccccc3N)cc2C1=O	.	-1%	0%	192%[activator]	6%	.	4
S=c1[nH]nc(CCc2nc3ccccc3[nH]2)n1-c1cccc(Cl)c1	10µM*	?	6%	-23%	54%[activator]	1%	-9
CCOC(=O)[C@@]12C(=O)C(=O)N[C@]1(c1ccccc1)C1OCCCC12 (stereo partly drawn)	0%	-9%	15%	-16%	-15%	2%	13
Cn1cnc([N+](=O)[O-])c1Sc1ccc(Br)cc1	-3%	3%	?	-20%	4%	-14%	9
COc1ccc(C)cc1S(=O)(=O)N(CC(=O)NCc1ccc(Cl)cc1)Cc1ccccc1	12%	3%	.	17%	2%	-5%	1
CCOc1ccc(CCNC(=O)c2sc3nc4n(c(=O)c3c2C)CCCC4)cc1OCC	.	0%	.	.	.	23%	18
CCOCCOc1cccc(C(=O)NC(C)c2ccc3ccccc3c2)c1 (stereo not drawn)	-8%	3%	-12%	20%	6%	?	-8
Cn1c(=O)n(Cc2ccccc2F)c2ccccc21	-2%	-1%	4%	-7%	10%	-7%	-11
O=C(COc1ccc2c3c(c(=O)oc2c1)CCC3)N[C@@H](CSCc1ccccc1)C(=O)O	-10%	-6%	12%	-8%	7%	?	-5
Clc1ccc(OCCCNCc2ccccc2)c2ccccc12	0%	-2%	2%	-6%	-7%	-14%	39
CCCCC1=CC2=CC(=O)C(C)(OC(=O)CC)C(=O)C2=CN1CCCCO (stereo not drawn)	-2%[11.5 µM]	-2%	19%	43%	-4%	7%	?
CCOC(=O)c1cnc2ccc(Cl)cc2c1Nc1ccc(S(=O)(=O)Nc2ncccn2)cc1	-2%	-2%	14%	3%	-8%[11.6 µM]	2%	20
CC1(C(=O)O)CCC(C(N)=O)C1(C)C (stereo not drawn)	-4%	5%	22%	-3%	-13%	3%	-25
O=C(Nc1ccccc1)C1CCN(C(=O)c2ccc(Br)cc2)CC1	-3%	0%	-6%	20%	20%	?	7
O=C(CNC(=O)c1ccc(Cl)cc1)OCc1nc2ccccc2s1	3%	-1%	9%	-22%	22%	?	64
Cc1cc(OCC(=O)OC(C)(C)C)c2c3c(c(=O)oc2c1)CCC3	2%	-3%	9%	-13%	34%[activator]	-11%	9
CCN(CC)c1ccc(/C=N/N=C(N)N)c(O)c1	-2%	-7%	-28%	-36%	54%[activator]	5%	?
CCOc1ccc(-c2c(C)n([O-])c3c([n+]2=O)CCCC3)cc1	9%	-7%	3%	0%	9%	-13%	-8
COc1ccccc1NS(=O)(=O)c1cccc(C(=O)N2CCN(C/C=C/c3ccccc3)CC2)c1	-6%	-4%	?	204%[activator]	14%	-1%	1
O=C(NNc1ncnc2c1cnn2-c1ccc(F)cc1)c1ccco1	-5%	6%	-12%	-19%	146%[activator]	1%	-19
O=C(CN1C(=O)c2cccnc2Oc2ccc(Cl)cc21)NC1CCCC1	1%	-4%	-6%	30%	-7%	0%	-21
CCOC(=O)CN1C(c2ccccc2O)Nc2ccc(Br)cc2C1c1ccccc1 (stereo not drawn)	2%	1%	11%	-35%	22%	-3%	8

Looked up by structure from the entries so far:
SMILES	LmPK inh	TbPYK inhibitor	HCV inh	AmpC inh no detg	AMA1-RON2 inh	AmpC inh detg	HCMV antiviral
O=C(Nc1ccccc1)C1CCN(C(=O)c2ccc(Br)cc2)CC1	-3%	0%	-6%	20%	20%	?	7
Clc1ccc(OCCCNCc2ccccc2)c2ccccc12	0%	-2%	2%	-6%	-7%	-14%	39

Nothing new here: 6 of the compounds above.
SMILES	LmPK inh	TbPYK inhibitor	HCV inh	AmpC inh no detg	AMA1-RON2 inh	AmpC inh detg	HCMV antiviral
CCN(CC)c1ccc(/C=N/N=C(N)N)c(O)c1	-2%	-7%	-28%	-36%	54%[activator]	5%	?
CCOc1ccc(-c2c(C)n([O-])c3c([n+]2=O)CCCC3)cc1	9%	-7%	3%	0%	9%	-13%	-8
COc1ccccc1NS(=O)(=O)c1cccc(C(=O)N2CCN(C/C=C/c3ccccc3)CC2)c1	-6%	-4%	?	204%[activator]	14%	-1%	1
O=C(NNc1ncnc2c1cnn2-c1ccc(F)cc1)c1ccco1	-5%	6%	-12%	-19%	146%[activator]	1%	-19
O=C(CN1C(=O)c2cccnc2Oc2ccc(Cl)cc21)NC1CCCC1	1%	-4%	-6%	30%	-7%	0%	-21
CCOC(=O)CN1C(c2ccccc2O)Nc2ccc(Br)cc2C1c1ccccc1 (stereo not drawn)	2%	1%	11%	-35%	22%	-3%	8

Carrying on.
SMILES	LmPK inh	TbPYK inhibitor	HCV inh	AmpC inh no detg	AMA1-RON2 inh	AmpC inh detg	HCMV antiviral
Cc1c(C)n(CC(O)CNc2ccccc2)c2ccccc12 (stereo not drawn)	-12%	4%	-8%	-12%	?	-7%	?
CCCCn1c(N)c(N(CCOC)C(=O)CCCc2cccs2)c(=O)[nH]c1=O	.	1%	-5%	-21%	13%	-7%	-13
CCN(Cc1ccncc1)C(=O)Cc1cccs1	-15%	2%	10%	-8%	2%	-12%	28
O=C(Nc1nncs1)C1CC(=O)N(C2CCCC2)C1 (stereo not drawn)	-7%	0%	23%	-11%	3%	5%	?
Cc1ccc(NC(=O)CSc2nnc(COc3ccc(Cl)cc3)o2)c(C)c1	.	-8%	.	.	.	16%	-3
Cc1ccc(C(=O)N2CCC(C(=O)NCc3cccnc3)CC2)cc1	4%	1%	9%	-23%	-9%	-1%	-21
COc1ccc(NS(=O)(=O)c2cccc(C(=O)Nc3cccc(C(=O)O)c3)c2)cc1	3%	-8%	22%	-19%	-11%	-9%	-20
OCC1OC(n2cnc3c(SCc4ccccc4)nc(NO)nc32)C(O)C1O (stereo not drawn)	.	-8%	.	.	-8%	.	-11
O=C(O)CC1S/C(=N\N=C2CCCCCCC2)N(c2ccccc2)C1=O (stereo not drawn)	0%	1%	11%	-3%	17%	1%	-104*
O=C(NC1CC1)c1nc(Cn2ccc([N+](=O)[O-])n2)no1	6%	5%	13%	-8%	-10%	-11%	31
CCCNC(=O)CS(=O)Cc1nc(-c2ccc(OC)cc2)oc1C (stereo not drawn)	-4%	6%	-5%	2%	-4%	?	?
N/C(CC(=O)Nc1cccc(C(F)(F)F)c1)=N/O	9%	-2%	0%	-9%	16%	-19%	40
COc1ccc(Cl)cc1NC(=O)N1CCC(C)CC1	0%	2%	?	-20%	8%	4%	-39
Cc1ccc(-c2csc(NC(=O)c3cccs3)n2)cc1	4%	0%	?	-24%	10%	-15%	1
CSc1c(CC(=O)Nc2ccccc2Cl)n(Cc2ccccc2)c2ccccc12	0%	-2%	-14%	-33%	9%	0%	29
COc1ccc(S(=O)(=O)N2CCOCC2)cc1C(=O)NC1CCCCCC1	.	0%	-7%	-6%	-3%	?	9
COC(=O)c1c(NS(=O)(=O)c2ccc3ccccc3c2)sc2c1CCCC2	5%	-5%	-26%	-19%	-17%	0%	7
CCOc1ccccc1Nc1nc(N)nc(CN(C)C2CCCCC2)n1	0%	1%	-7%	-11%	-3%	6%	48
O=C(Nc1ccc(F)c(Cl)c1)c1cc(C2CCCN(S(=O)(=O)c3ccccc3)C2)on1 (stereo not drawn)	.	-4%	.	.	-7%	.	-69*
O=C(Nc1cc(-c2nc3ccccc3o2)ccc1Cl)c1cccc2c(Cl)cccc12	.	2%	.	.	.	-2%	22
CCOC(=O)Cn1c(-c2cccs2)cc2cc(Cl)ccc21	.	6%	.	.	.	-3%	-10
Cc1ccc2c(c1)N(CCC(=O)NC1CCCCC1C)C(=O)CO2 (stereo not drawn)	-1%	-1%	4%	-4%	1%	-5%	11
COc1ccc(/C=N/NC(=O)C2(C)NC(C)(C)Cc3ccccc32)cc1 (stereo not drawn)	0%	2%	-13%	-4%	1%	-9%	-22
CC1(C)C(=O)NCCN1C(=O)CCCC(=O)O	1%	1%	0%	-20%	-19%	5%	48
COc1ccc(CCNCc2ccncc2)cc1OC	-1%	3%	15%	-2%	-8%	-2%	49
CCc1nc(NCCCn2ccnc2)c2oc3ccccc3c2n1	-4%	1%	-4%	-21%	-9%	-16%	23
COc1ccccc1N=Cc1c(O)n(C)c(=O)n(C)c1=O	?	-13%	19%	-15%	-11%	-1%	3
O=c1cc(CN2CCN(S(=O)(=O)c3ccccc3[N+](=O)[O-])CC2)nc2sccn12	-3%	-4%	-7%	-11%	10%	-14%	36
O=C(COC(=O)COc1ccccc1)NC1CCCc2ccccc21 (stereo not drawn)	-1%	0%	-11%	2%	1%	-14%	-22
CCOC(=O)/C(C#N)=C1\Nc2ccccc2N=C1N(CC(C)C)CC(C)C	-1%	-8%	-7%	6%	-14%	12%	-35
CC(C)NC(=S)N1CCN(C/C=C/c2ccccc2)CC1	-1%	-18%	-10%	76%[activator]	-28%	-4%	-35
O=C(c1ccco1)N(Cc1cc2ccccc2[nH]c1=O)C1CCCCC1	1%	0%	?	-25%	-8%	-9%	-12
